Screens: PubChem BioAssay, National Center for Advancing Translational Sciences (NCATS)
GoLoco inh red – inhibitors of human Gai1-RGS12 GoLoco interaction (red fluorophore). Potency, µM (series often up to 61.6 µM), for inactives: top-dose activity, negative = inhibition, most hits filed as inhibitors. Gai1:RGS12 GoLoco peptide FP, rhodamine, 10 min. 0.44% of 230,000 active. P63096; active = well fitted inhibition curve with a large enough effect, not every such curve was filed as active; inactive = no such curve, though single readings can be large or run the other way; note: nearly all actives have a fitted effect of over 30% in size; many of its hits are not listed in these tables
RECQ1 inh – blocks DNA unwinding by human RECQ1; Potency, µM (doses to about 57.3 µM), for the others: top-dose activity, negative = inhibition, most hits filed as inhibitors; 0.54% of 240,000 active; RECQ1 DNA unwinding, red fluorescence kinetic read;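 note: plate controls were vehicle for no effect and no enzyme for full effect; nearly all actives have a fitted effect of over 30% in size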
Target sequence (P46063 whole entry, looked up): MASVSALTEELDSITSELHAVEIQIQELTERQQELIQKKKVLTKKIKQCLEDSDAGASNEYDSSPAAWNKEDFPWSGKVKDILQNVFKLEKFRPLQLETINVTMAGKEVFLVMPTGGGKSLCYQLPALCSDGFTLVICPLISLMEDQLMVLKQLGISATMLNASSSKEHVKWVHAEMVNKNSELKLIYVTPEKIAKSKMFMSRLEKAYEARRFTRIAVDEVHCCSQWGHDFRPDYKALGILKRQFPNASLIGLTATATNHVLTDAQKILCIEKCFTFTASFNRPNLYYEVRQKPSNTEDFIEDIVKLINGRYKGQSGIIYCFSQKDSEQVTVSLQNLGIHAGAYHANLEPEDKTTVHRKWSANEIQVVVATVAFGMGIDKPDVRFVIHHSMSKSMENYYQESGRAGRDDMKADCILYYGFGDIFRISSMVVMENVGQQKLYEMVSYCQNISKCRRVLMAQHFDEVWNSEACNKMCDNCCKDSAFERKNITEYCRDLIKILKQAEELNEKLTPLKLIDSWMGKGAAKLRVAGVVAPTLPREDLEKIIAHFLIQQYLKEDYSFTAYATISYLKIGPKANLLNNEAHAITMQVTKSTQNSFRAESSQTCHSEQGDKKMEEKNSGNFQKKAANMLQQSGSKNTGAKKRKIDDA
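RECQ1T1 50 nM; forked duplex (20 bp + 30-nt ss tails) 200 nM, ATP 2 mM final; pH 8.0, 2 mM MgCl2, 2.5 ug/ml poly(dI-dC); 15 min compound preincubation; discontinuous kinetic read over 2 h at RT.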
aGlu spleen mod – lysosomal alpha-glucosidase (human) modulation; P10253; human spleen homogenate, 4-MU-alpha-glucoside fluorescence; Potency, µM (highest dose often 79.9 µM), for inactives: top-dose activity change, negative = inhibition, actives largely listed as inhibitors; 0.006% of 240,000 active; AID 2112;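 note: 0% = enzyme with vehicle and -100% = no enzyme basal signal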
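Enzyme source: human spleen homogenate, 1 ug/well. Buffer 50 mM citric acid/K phosphate pH 5.0, 0.01% Tween-20. 4-MU-alpha-glucoside 1 mM; 37 C x 40 min; NaOH/glycine stop; fluorescence.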
GAA glycogen – alters human alpha-glucosidase cleavage of glycogen; P10253; recombinant GAA, glycogen substrate, Amplex Red glucose oxidase fluorescence; Potency, µM (top dose mostly 76.4 µM), inactives show at the top dose activity change, negative = inhibition, hits mostly inhibitors; 0.38% of 300,000 active; AID 2100;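 note: 0% = full enzyme reaction and -100% = no-enzyme basal signal; the screen sought inhibitors and activators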
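Recombinant enzyme (4 nM final) with compounds titrated up to 77 uM and bovine liver glycogen (30 ug) in citrate pH 5.0, 0.01% Tween-20, 37 C 40 min. Released glucose detected by Amplex Red/glucose oxidase (Ex 573/Em 610); AC50 from Hill fits.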
GAA inhib – inhibitors of human lysosomal alpha-glucosidase | 0.005% of 200,000 active | Potency, µM (highest dose often 76.9 µM), inactives show top-dose activity change, negative = inhibition, actives largely listed as inhibitors | P10253 | purified human GAA, 4-MU-alpha-glucoside fluorescence | AID 1466;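 note: plate controls were uninhibited enzyme wells for no effect and no-enzyme background for full effect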
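Fluorogenic assay: 4 nM human alpha-glucosidase with 400 uM 4-methylumbelliferyl-alpha-D-pyranoside in 50 mM citrate/phosphate, 0.005% Tween-20, pH 5.0, 20 min at room temperature. Compounds tested up to 77 uM; AC50 from Hill fits.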
TR SRC2 fluor cs – alters Texas Red total fluorescence, flagging assay interference; 0.29% of 280,000 active; AID 1479; Potency, µM (top dose mostly 106 µM), for inactives: at the top dose fluorescence change, negative = quenching; TRb/SRC2 Texas Red total fluorescence interference; active = well fitted curve in either direction with a large enough effect; inconclusive = small, poorly fitted or top-dose-only effect
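Human TRb ligand-binding domain at 0.6 uM with 20 nM Texas Red SRC2 peptide in Tris buffer containing 1 uM T3 and 5% DMSO, incubated with compound 5 h at ambient temperature. Total fluorescence (555/632 nm) calculated as parallel + 2 × perpendicular.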
TRb SRC2 PPI – disrupts binding of human TR beta to SRC2; AID 1469; TRbeta-SRC2 peptide binding, fluorescence polarization; receptor liganded with 1 µM T3; 0.065% of 280,000 active; Potency, µM (titrated, usually from 106 µM), for inactives: at the highest dose activity change, negative = inhibition, hits mostly inhibitors;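 note: plate controls were bound peptide for no effect and peptide without receptor for full effect; nearly all actives have a fitted effect of over 50% in size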
Target sequence (P10828 whole entry, looked up): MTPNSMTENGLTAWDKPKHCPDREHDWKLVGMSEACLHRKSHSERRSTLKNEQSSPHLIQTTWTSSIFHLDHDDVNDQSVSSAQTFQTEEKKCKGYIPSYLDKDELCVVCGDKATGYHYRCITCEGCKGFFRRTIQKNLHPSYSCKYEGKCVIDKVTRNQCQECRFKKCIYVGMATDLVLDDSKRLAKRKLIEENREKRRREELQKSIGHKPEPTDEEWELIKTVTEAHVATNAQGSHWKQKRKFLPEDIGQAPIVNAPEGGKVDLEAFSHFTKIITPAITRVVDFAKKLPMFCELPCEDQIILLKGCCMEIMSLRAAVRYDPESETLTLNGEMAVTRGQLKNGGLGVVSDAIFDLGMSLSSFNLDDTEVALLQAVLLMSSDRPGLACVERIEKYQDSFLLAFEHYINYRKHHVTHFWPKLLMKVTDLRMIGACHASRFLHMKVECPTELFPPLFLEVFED
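Decrease in fluorescence polarization of 20 nM Texas Red SRC2 coactivator peptide flagged inhibition of its binding to 0.6 uM TRb LBD; 1 uM T3 included, incubation 5 hr, ex 555/em 632 nm.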
L3MBTL1 inh – L3MBTL1 (human) inhibition; AlphaScreen L3MBTL1–H3K9me1 peptide binding; Potency, µM (top dose mostly 57.1 µM), inactives show at the top dose activity, negative = inhibition, hits mostly inhibitors; Q9Y468; 0.66% of 230,000 active; note: nearly all actives have a fitted effect of over 60% in size
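AlphaScreen assay: L3MBTL1 (50 nM final) was preincubated 30 min at room temperature with biotinylated H3(1-15)K9me1 peptide (75 nM final), then 30 min with library compounds; streptavidin donor and nickel chelate acceptor beads (10 ug/mL final) added, 30 min dark.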
The depositor's hits bear a star; i = inactive; ? = inconclusive; · = not tested or not shown; & = joins results of further samples; [ ] = dose if it differs, or a comment. Unless noted, calls come from the whole dose curve; as a rule, active = well fitted curve in the direction sought with a large enough effect; inconclusive = small, poorly fitted or top-dose-only effect, or another doubt; inactive = no such curve, though single readings can be large; an effect the other way counts as inactive or inconclusive. Unless noted, % is set by controls: 0 for no effect and ±100 for the full control effect; potency is the fitted concentration of half-maximal effect.

SMILES | GoLoco inh red | RECQ1 inh | aGlu spleen mod | GAA glycogen | GAA inhib | TR SRC2 fluor cs | TRb SRC2 PPI | L3MBTL1 inh
COc1ccc(/C=C/C(O)=C(\C#N)c2nnc(N3CCOCC3)n2-c2ccccc2)cc1OC | 11% | 0% | 7% | 5% | -1% | -3% | -2% | 6%
Cc1cc(C)cc(NC(=O)C2CCCN2S(=O)(=O)c2ccc3c(c2)C(C)(C)C(=O)N3C)c1 (centres undefined) | · | · | · | 2%&17%[76.3 µM] | · | -3% | 3% | 13%
COC(=O)Oc1cncc(C(=O)O)c1 | -4% | -11% | -1% | -6% | -3% | 0% | 10% | 5%
COc1cccc(Cl)c1NC(=O)N1CCc2c([nH]c3ccccc23)C1C(F)(F)F (centres undefined) | 9% | -17% | -3% | -4% | 0% | 1% | -6% | -21%
COc1ccc(C2=Nn3c(nnc3-c3ccc(OC)cc3)SC2)cc1 | 18% | -1% | 5%&14% | -8% | ? | -10%&-1% | -16%&-2% | -11%
Cc1nnn(-c2nonc2N)c1C(=O)N/N=C/c1cccc2ccccc12 | 15% | 0% | -18% | -2% | 4% | -1% | -1% | 0%
C=CCn1c2ccccc2c2nnc(SC(CC)C(=O)Nc3sc4c(c3C#N)CCCC4)nc21 (centres undefined) | -1% | -6% | 7% | 6% | -20% | -3% | -3% | ·
O=C1CCN(Cc2ccccc2)C(=O)N1c1ccccc1 | 2% | 3% | -2% | 0% | -6%[15.4 µM] | -1% | -5% | 11%
O=S(=O)(/C=C/c1ccccc1)Nc1ccc(N2CCOCC2)cc1 | 9% | 18% | -3% | 18% | 12% | -1% | -9% | ·
CCOC(=O)/C(C#N)=N\Nc1ccc(S(=O)(=O)Nc2nc(C)cc(C)n2)cc1 | -3% | 2% | 6% | 0% | 7% | 0% | -1% | 5%
COc1ccccc1-c1nc(-c2ccccn2)no1 | 0% | -6% | 1% | -16% | ? | 0% | 8% | ·
Cc1nc(-c2ccncc2)sc1C(=O)Nc1ccc(Br)cc1 | 6% | 17% | -5% | 3% | 3% | 1% | 2% | 5%
CC1CN(c2nn3c(=O)c4ccccc4nc3c3ccccc23)CC(C)O1 (centres undefined) | 14% | -15% | -4% | 3% | 3% | 3% | -20% | -3%
N#Cc1c2n(cnc1=O)CCCCC2 | 10% | -1% | -7% | -2% | 0% | 1% | 12% | ·
CC(=O)NC1=NN(C(C)=O)C(C)(c2ccc(Cl)s2)S1 (centres undefined) | 3% | -5% | 1% | 3% | -1% | -1% | 5% | -2%
COc1cc(OC)cc(C(=O)NN2CCCCC2)c1 | 4% | -1% | -7% | 1% | -2% | -8% | -3% | -4%
COc1ccc(Cn2ccc(=O)c(Cc3c(Cl)cccc3Cl)c2C)cc1 | 4% | -8% | -7% | 4% | -2% | 1% | 3% | -3%
Cc1nnc(SCCC(=O)Nc2ccc(F)cc2)s1 | 8% | i | -19% | 11% | 1% | 2% | -15% | ·
O=C(Cc1ccc2c(c1)OCCO2)N1CCN(S(=O)(=O)c2cccc(C(F)(F)F)c2)CC1 | -3% | -3% | -6% | -9% | -3% | -1% | 6% | -3%
CCCCCCc1cc2cc(S(=O)(=O)c3ccc(F)c(Cl)c3)c(=O)oc2cc1O | -5% | -3% | -4% | 6% | 4% | -41% | -1% | 20%

Next part (3 carried over from the part before).
SMILES | GoLoco inh red | RECQ1 inh | aGlu spleen mod | GAA glycogen | GAA inhib | TR SRC2 fluor cs | TRb SRC2 PPI | L3MBTL1 inh
Cc1nnc(SCCC(=O)Nc2ccc(F)cc2)s1 | 8% | i | -19% | 11% | 1% | 2% | -15% | ·
O=C(Cc1ccc2c(c1)OCCO2)N1CCN(S(=O)(=O)c2cccc(C(F)(F)F)c2)CC1 | -3% | -3% | -6% | -9% | -3% | -1% | 6% | -3%
CCCCCCc1cc2cc(S(=O)(=O)c3ccc(F)c(Cl)c3)c(=O)oc2cc1O | -5% | -3% | -4% | 6% | 4% | -41% | -1% | 20%
O=C(CSc1ncc(-c2ccccc2)n1CC1CCCO1)N1CCCCC1 (centres undefined) | -7% | i | -5% | 6% | -4% | 2% | -14% | 38%[activator]
CC(=O)CC(c1ccccc1)c1c(O)c2ccccc2oc1=O (centres undefined) | 10% | i | -4% | 8%&14%[76.3 µM] | · | -6%[201 µM] | 0%[201 µM] | -1%
COc1cc(Cl)c(S(=O)(=O)N2CCOCC2)cc1Cl | 2% | -9% | -2% | 1% | -2% | -1% | -11% | -4%
Cc1cc(NN)nc(NS(=O)(=O)c2ccc(Cl)cc2)n1 | 3% | i | 0% | ? | -13% | -6% | 0% | -1%
Cc1ccc2c(c1)NCC(C(=O)NCc1ccccc1)O2 (centres undefined) | 8% | -12% | 1% | -17% | -2% | -1% | 5% | -2%
COc1ccc(C=C(c2ccc(OC)cc2)c2ccc(OC)cc2)cc1 | 5% | -7% | -8% | 0% | 0% | -5% | -1% | ·
COc1ccc(-c2c(C(F)(F)F)nn(C)c2NC(=O)c2cccnc2)cc1 | -6% | -1% | 7% | 1% | · | 0% | 5% | ·
C#CC(CC)(CC)NC(=O)Nc1ccccc1C(=O)OC | 2% | 0% | 0% | 24% | -10% | -4% | -4% | 7%
CCCCCCCC1(C)NC(=O)N(CC(=O)Nc2cc(C)on2)C1=O (centres undefined) | 3% | i | -9% | 1% | -2% | 1% | 4% | ·
CC1=C(C(=O)N2CCOCC2)C(c2ccc(Br)cc2)NC(=S)N1c1ccccc1 (centres undefined) | 1% | -4% | -1% | 2% | 2% | 4% | -2% | ·
O=C1Nc2ccccc2OCc2c1cccc2[N+](=O)[O-] | 9% | i | 4% | 12% | -3% | 0% | -1% | 4%
CCOC(=O)c1sc(/N=C/Nc2nc(C)c(C(=O)OCC)s2)nc1C | -2% | i | -2% | -2% | -17% | 0% | 8% | ·
CC(=O)NC(Cc1ccc(O)cc1)C(=O)NN (centres undefined) | -5% | 6% | 8% | -17% | -3% | 0% | 0% | 8%
C#CCOCCOCCOCCNc1nc(N2CCN(C(=O)[C@H]([C@@H](C)CC)n3cc([C@@H](N)CO)nn3)CC2)nc(N2CCN(C(=O)[C@H]([C@@H](C)CC)n3cc([C@@H](N)Cc4ccc(O)cc4)nn3)CC2)n1 | 4% | -9% | -1% | 1% | · | 0% | 1% | -23%
COc1ccc2nc(COC(=O)c3ccco3)c(C(C)=O)[n+]([O-])c2c1 | 2% | -7% | 4% | -3% | 1% | 3% | -4% | 0%
Nc1nc(CN2CCc3ccccc3C2)nc(Nc2ccccc2)n1 | 16% | -16% | -10% | 12% | -2% | 2% | 1% | 0%[11.4 µM]
O=C1NCCCC1C(=O)N/N=C/c1ccccc1[N+](=O)[O-] (centres undefined) | -2% | -3% | -2% | 3% | -35% | -4% | 2% | 7%
Oc1ccccc1C=NC1CCCCC1N=Cc1ccccc1O (centres undefined) | -11% | -2% | 6% | -10% | -1% | 3% | 4% | ?
Cc1ccccc1NC(=O)NCc1ccco1 | -1% | 10% | -9% | ? | -3% | -11% | 2% | 15%
O=C(CSc1nnc(SCc2ccccc2)s1)N/N=C/c1ccc(Cl)cc1Cl | -6% | -7% | 3% | 10% | 2% | -2% | 1% | 5%
C=CCn1c(SCC(=O)Nc2ccc(C(=O)O)cc2)nnc1-c1cccnc1 | 8% | i | -8% | 1% | · | -1% | 7% | ·
CNc1oc(-c2ccccc2Cl)nc1P(=O)(c1ccccc1)c1ccccc1 | 2% | -9% | -5% | -12% | -2% | -1% | 3% | 10%
CCN(CC)C(=O)CCc1nc2sc3c(c2c(=O)[nH]1)CCCC3 | -1% | -8% | 0% | 0% | 3% | 0% | 8% | ·
O=C(Nc1cccc(Cl)c1)N1CCN(C/C=C/c2ccccc2)CC1 | -3% | i | -1% | -4% | -14% | 2% | -7% | ·
CCO[C@H]1OC(C(=O)N2CCN(Cc3ccc4c(c3)OCO4)CC2)=C[C@@H](c2ccc(Br)cc2)[C@@H]1CCCO | 3% | i | -1% | -7% | · | -2% | 0% | -14%
N/C(=N\NC(=O)c1ccccc1)c1cc2ccccc2oc1=O | 11% | i | -9% | -5% | · | -1% | 0% | 30%
Cc1ccc(NC(=O)Nc2cccs2)c(Cl)c1 | -7% | -3% | -3% | ? | 8% | 2% | 6% | ·
CCOC(=O)c1sc(NC(=O)c2ccc(S(=O)(=O)N3CCCCCC3)cc2)nc1-c1ccccc1 | 1% | 1% | -7% | -10% | -8% | 0% | -10% | ?
COc1ccc(CN2C(=O)CC(Cc3ccc(C)cc3)C2=O)cc1OC (centres undefined) | 1% | -4% | -3% | 6% | -1% | -6% | -1% | 13%
N=c1cc(C2(O)CCCCC2)n2c(nc3ccccc32)s1 | 8% | -3% | 0% | -10% | 1% | -1% | -4% | ·
C=CCNC(=O)c1scc2c1CCCC2 | -7% | 0% | -7% | 0% | -1% | 2% | 8% | ·
Cc1cc(C(=O)C(=O)N(C)C)c(C)n1-c1ccc([N+](=O)[O-])cc1 | 1% | -6% | -2% | -13% | -2% | 2% | -16% | -3%
CCCCSc1nc(O)c(C2OC(=O)c3c2ccc(OC)c3OC)c(=O)n1-c1ccccc1 (centres undefined) | 4% | -5% | 4% | 12% | 8% | -1% | -25% | ·
O=C(CN1C(=O)C2C3C=CC(C3)C2C1=O)N1CC=C(c2ccccc2)CC1 (centres undefined) | 8% | -1% | 3% | 5% | 5% | -1% | -10% | 5%
CCC1(CC)N=C(c2ccccc2)C(=S)N1 | 3% | -2% | -2% | -1% | 1% | 2% | -10% | ·
COC(=O)c1c(NC(=O)c2nn(C)cc2Cl)sc2c1CCCC2 | -3% | -6% | 0% | 2% | ? | -1% | -1% | 4%
Cc1c(N(C)C(=O)c2ccco2)c(=O)n(-c2ccccc2)n1C | -6% | -3% | 4% | 2% | -2% | -4% | -9% | 0%
Nc1ccc(N(CCO)CCO)cc1 | 8.9µM* | ? | -1% | ? | 5% | 28% | ? | 13µM*
CCOc1ccc(CN(C)CC(=O)NCc2ccccc2Cl)cc1 | -2% | -14% | 4% | 1% | 0% | -2% | 7% | -7%

These rows are one share of the data; rates above refer to the full screens.
